Source: PubChem (The Scripps Research Institute Molecular Screening Center)
PREPL inh: PREPL enzyme inhibitors, primary screen, biochemical, fluorescence polarization. AID 2751, 2010. 320,000 tested, 0.68% active. inhibition, % at 5.96 µM. recombinant PREPL, fluorescence polarization activity-based probe; in the data active = inhibition above about 43%;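 note: 0% = enzyme with DMSO and 100% = wells lacking enzyme; many of its hits are not listed in these tables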
PAFAH1B3 FP inh: PAFAH1B3 enzyme inhibitors, primary screen, biochemical, fluorescence polarization, human | recombinant PAFAH1B3, FP-rhodamine probe | 340,000 tested, 0.28% active | inhibition, % at 3.39 µM | AID 492972, 2010;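 active = inhibition above the screen-wide average of all tested compounds plus 3 SD, cut at about 25% in these data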;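 note: 0% = enzyme with DMSO only and 100% = wells lacking PAFAH1B3 protein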
PAD4 FP inh: human PAD4 inhibitors, primary screen, biochemical, fluorescence polarization, 1536-well format; AID 485272, 2010; recombinant PAD4, RCA probe fluorescence polarization; inhibition, % at 6.36 µM; 330,000 tested, 0.41% active;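 active = percent inhibition above a cutoff equal to the mean of all tested compounds plus 3 SD, cut at about 15% in these data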;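 note: 0% = PAD4 with RCA probe and DMSO and 100% = probe without PAD4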
pPAFAH inh: pPAFAH enzyme inhibitors, primary screen, biochemical, fluorescence polarization, human; Platelet-activating factor acetylhydrolase (Homo sapiens), Q13093; recombinant pPAFAH, FP-rhodamine probe fluorescence polarization; inhibition, % at 3.39 µM; 330,000 tested, 1.5% active;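 active = inhibition above the mean inhibition across the screen plus 3 SD, cut at about 25% in these data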;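 note: inhibitors block binding of the rhodamine activity-based probe so polarization drops; 0% = enzyme with DMSO and 100% = wells lacking pPAFAH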
LYPLA2 counter: LYPLA2 inhibitors, primary screen, counter-screen for PME1 inhibitor project, biochemical, fluorescence polarization, FP-Rh probe ABPP. Acyl-protein thioesterase 2 (Homo sapiens), O95372. recombinant LYPLA2. inhibition, % at 5.9 µM. 320,000 tested, 0.38% active. AID 2177, 2009;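 active = inhibition above the screen-wide mean plus 3 SD, limit set per campaign, cut at about 26% in these data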;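 note: 0% = LYPLA2 with DMSO and 100% = wells lacking LYPLA2 enzyme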
PME-1 primary: PME-1 inhibitors via competitive probe labeling, primary screen, biochemical, fluorescence polarization, FP-Rh probe, HTS; Protein phosphatase methylesterase 1 (Homo sapiens), Q9Y570; recombinant PME-1; inhibition, % at 5.9 µM; 320,000 tested, 0.53% active; AID 2130, 2009;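 active = inhibition above the campaign mean of all compounds plus 3 SD, cut at about 26% in these data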;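 note: competitive labeling of PME-1 active site by serine hydrolase directed probe; 0% = PME-1 with DMSO and 100% = wells lacking PME-1 enzyme; inhibitors block probe labeling so polarization falls and inhibition rises; many of its hits are not listed in these tables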
Target sequence (Q9Y570 whole entry, looked up): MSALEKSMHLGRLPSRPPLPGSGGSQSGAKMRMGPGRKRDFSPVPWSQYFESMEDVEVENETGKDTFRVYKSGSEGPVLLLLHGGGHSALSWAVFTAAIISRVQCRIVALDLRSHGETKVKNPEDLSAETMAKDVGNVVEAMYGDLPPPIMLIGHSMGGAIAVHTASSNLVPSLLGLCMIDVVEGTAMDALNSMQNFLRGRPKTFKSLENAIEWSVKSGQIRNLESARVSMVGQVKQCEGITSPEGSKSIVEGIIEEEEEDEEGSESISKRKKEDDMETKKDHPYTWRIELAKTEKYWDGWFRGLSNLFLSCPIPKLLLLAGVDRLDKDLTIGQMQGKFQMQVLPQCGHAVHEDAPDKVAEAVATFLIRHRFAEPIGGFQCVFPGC
LYPLA1 inh: LYPLA1 inhibitors, primary screen, counter-screen for PME1 inhibitor project, biochemical, fluorescence polarization, FP-Rh probe ABPP; 320,000 tested, 0.16% active; inhibition, % at 5.9 µM; Acyl-protein thioesterase 1 (Homo sapiens), O75608; recombinant LYPLA1;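 active = inhibition above the mean of all tested compounds plus 3 SD, set per campaign, cut at about 14% in these data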;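 note: inhibitors block serine hydrolase probe labeling of LYPLA1 so polarization falls; 0% = enzyme with DMSO and 100% = wells lacking LYPLA1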
Target sequence (O75608 whole entry, looked up): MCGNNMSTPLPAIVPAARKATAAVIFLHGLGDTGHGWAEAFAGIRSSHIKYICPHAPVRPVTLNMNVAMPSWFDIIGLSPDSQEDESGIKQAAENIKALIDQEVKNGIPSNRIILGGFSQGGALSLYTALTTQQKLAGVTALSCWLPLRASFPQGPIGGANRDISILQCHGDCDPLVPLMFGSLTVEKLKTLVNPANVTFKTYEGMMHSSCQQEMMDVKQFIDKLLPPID
PAFAH1B2 inh: PAFAH1B2 enzyme inhibitors, primary screen, biochemical, fluorescence polarization, human; Platelet-activating factor acetylhydrolase IB subunit alpha2 (Homo sapiens), P68402; recombinant PAFAH1B2, FP-rhodamine activity probe; inhibition, % at 3.39 µM; 340,000 tested, 1.2% active; AID 492953, 2010;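 active = inhibition above the mean of all tested compounds plus 3 SD, cut at about 24% in these data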;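 note: 0% = enzyme with DMSO and 100% = wells lacking PAFAH1B2; many of its hits are not listed in these tables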
Target sequence (P68402 whole entry, looked up): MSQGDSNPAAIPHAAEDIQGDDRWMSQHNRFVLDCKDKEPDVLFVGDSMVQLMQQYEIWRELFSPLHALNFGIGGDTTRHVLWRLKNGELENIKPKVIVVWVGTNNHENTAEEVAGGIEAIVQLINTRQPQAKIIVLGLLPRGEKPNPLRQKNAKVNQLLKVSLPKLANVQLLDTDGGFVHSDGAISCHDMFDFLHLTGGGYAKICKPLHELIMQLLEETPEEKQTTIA
GSTO1 counter: inhibitors of recombinant GSTO1, primary screen, counter-screen for RBBP9 inhibitor project, biochemical, fluorescence polarization | Glutathione S-transferase omega-1 (Homo sapiens), P78417 | activity-based probe fluorescence polarization | inhibition, % at 5.96 µM | 300,000 tested, 1.1% active | AID 1974, 2009;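 active = inhibition above the campaign mean inhibition plus 3 SD, cut at about 35% in these data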;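 note: 0% = GSTO1-1 with DMSO and 100% = wells lacking GSTO1-1 enzyme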
* marks the source's active call; other numbers are inactive results. Only part of the results is shown (hit frequency here may not be typical).

For Cn1c(=O)c2cc(S(=O)(=O)NCCC(=O)NCCc3ccc(Cl)cc3)ccc2n(C)c1=O the results were PREPL inh 3, PAFAH1B3 FP inh 0, PAD4 FP inh -2, pPAFAH inh 8, LYPLA2 counter 3, PME-1 primary -2, LYPLA1 inh 1, PAFAH1B2 inh 7 and GSTO1 counter 1.
Screening C/C(=N\Nc1ncc(Cl)cc1Cl)c1ccc(N2CCOCC2)cc1 returned PREPL inh 5, PAFAH1B3 FP inh 9, PAD4 FP inh -8, pPAFAH inh -10, LYPLA2 counter -1, PME-1 primary 2, LYPLA1 inh 3, PAFAH1B2 inh 4 and GSTO1 counter -7.
For CCOc1ccc(NC(=S)NCCCN2CCOCC2)cc1 the results were PREPL inh -3, PAFAH1B3 FP inh 7, PAD4 FP inh -2, pPAFAH inh -2, LYPLA2 counter 0, PME-1 primary -2, LYPLA1 inh -2, PAFAH1B2 inh 3 and GSTO1 counter 1.
`N#C/C(=C\c1ccc(F)c(F)c1)C(=O)NC1CCCCC1` gave PREPL inh 6, PAFAH1B3 FP inh 7, PAD4 FP inh 2, pPAFAH inh -1, LYPLA2 counter 1, PME-1 primary -3, LYPLA1 inh -1, PAFAH1B2 inh -1 and GSTO1 counter 2.
For CCc1ccc(C(=O)NNC(=O)c2ccc(OCC(=O)N3CCOCC3)c(OC)c2)cc1 the results were PREPL inh 11, PAFAH1B3 FP inh 5, PAD4 FP inh 4, pPAFAH inh 4, LYPLA2 counter 4, PME-1 primary 1, LYPLA1 inh 2 and PAFAH1B2 inh 5.
CCCCC/C(=N\NC(=O)Nc1ccccc1)c1ccccc1 was read as PREPL inh -12, PAFAH1B3 FP inh -5, PAD4 FP inh 0, pPAFAH inh 0, LYPLA2 counter -5, PME-1 primary -5, LYPLA1 inh 3, PAFAH1B2 inh 7 and GSTO1 counter 10.
`Cc1nc(N2CCOCC2)c2oc3ccccc3c2n1` gave PREPL inh 1, PAFAH1B3 FP inh 11, PAD4 FP inh 2, pPAFAH inh 3, LYPLA2 counter 4, PME-1 primary 2, LYPLA1 inh 4, PAFAH1B2 inh 4 and GSTO1 counter -1.
`Cc1cc(NC(=O)CCS(=O)(=O)c2nc(-c3ccccc3)cc(C(F)(F)F)n2)no1` gave PREPL inh -2, PAFAH1B3 FP inh 4, PAD4 FP inh 1, pPAFAH inh 13, LYPLA2 counter -7, PME-1 primary -1, LYPLA1 inh -6, PAFAH1B2 inh 6 and GSTO1 counter -28.
Screening Cc1nc([N+](=O)[O-])cn1Cc1cccc([N+](=O)[O-])c1 returned PREPL inh 16, PAFAH1B3 FP inh 4, PAD4 FP inh -5, pPAFAH inh -1, LYPLA2 counter -5, PME-1 primary -3, LYPLA1 inh -2, PAFAH1B2 inh 5 and GSTO1 counter 2.
`COc1cc(/C=C/C(=O)C2C(=O)C=C(C)OC2=O)cc(OC)c1O` (configuration not stated) gave PREPL inh -3, PAFAH1B3 FP inh -2, PAD4 FP inh -5, pPAFAH inh 7, LYPLA2 counter -7, PME-1 primary -6, LYPLA1 inh -5, PAFAH1B2 inh 2 and GSTO1 counter 9.
Cc1cccc(NC(=O)c2sc(Cl)nc2-c2ccccc2)c1 was read as PREPL inh 11, PAFAH1B3 FP inh 3, PAD4 FP inh -3, pPAFAH inh -3, LYPLA2 counter -3, PME-1 primary -1, LYPLA1 inh 0, PAFAH1B2 inh 0 and GSTO1 counter 6.
`CCCCn1c(N)c(N(CC)C(=O)c2cccc(C)c2)c(=O)[nH]c1=O` gave PREPL inh 16, PAFAH1B3 FP inh 4, PAD4 FP inh -2, pPAFAH inh 3, LYPLA2 counter 6, PME-1 primary 1, LYPLA1 inh -2, PAFAH1B2 inh -2 and GSTO1 counter 17.
For Cn1c(=O)cc(OCCCC(=O)NCCCN2CCN(Cc3ccccc3)CC2)c2ccccc21 the results were PREPL inh 13, PAFAH1B3 FP inh 2, PAD4 FP inh -3, pPAFAH inh 4, LYPLA2 counter 3, PME-1 primary 0, LYPLA1 inh 0, PAFAH1B2 inh 0 and GSTO1 counter 5.
O=C(c1c(F)cccc1F)N1CCC(O)(c2ccc(F)cc2)CC1 was read as PREPL inh -3, PAFAH1B3 FP inh 6, PAD4 FP inh 0, pPAFAH inh -7, LYPLA2 counter -2, PME-1 primary -2, LYPLA1 inh -4, PAFAH1B2 inh 1 and GSTO1 counter 8.
COC(=O)c1ccccc1NC(=O)CSc1nnc(-c2cccc(NC(C)=O)c2)n1C was read as PREPL inh 3, PAFAH1B3 FP inh 1, PAD4 FP inh 2, pPAFAH inh 3, LYPLA2 counter 22, PME-1 primary 3, LYPLA1 inh 5, PAFAH1B2 inh 5 and GSTO1 counter -2.
For CCC1=C(OC(=O)N(CC)CC)N2C(=O)OC(=NCCc3c[nH]c4ccccc34)[C@]2(Cc2ccccc2)[C@H]2C1=CC[C@H]1C(=O)N(CC(=O)OC)C(=O)[C@H]12 the results were PREPL inh 4, PAFAH1B3 FP inh 7, PAD4 FP inh 3, pPAFAH inh 7, LYPLA2 counter -4, PME-1 primary -1, LYPLA1 inh -1, PAFAH1B2 inh 4 and GSTO1 counter 2.
CSc1nc(Cl)cc(N(CCO)CCO)n1 was read as PREPL inh 7, PAFAH1B3 FP inh 8, PAD4 FP inh -4, pPAFAH inh 1, LYPLA2 counter 3, PME-1 primary 0, LYPLA1 inh -4, PAFAH1B2 inh 0 and GSTO1 counter -2.
For O=C(c1ccc([N+](=O)[O-])cc1)N1CCSC1c1cccc(Cl)c1 (configuration not stated) the results were PREPL inh -11, PAFAH1B3 FP inh 2, PAD4 FP inh 2, pPAFAH inh 0, LYPLA2 counter -12, PME-1 primary -1, LYPLA1 inh -6, PAFAH1B2 inh 3 and GSTO1 counter 5.
For CCOC(=O)c1c(C)n(-c2ccc(C)cc2)c2c(CC(C)=O)c(Br)c(OC)c(O)c12 the results were PREPL inh 10, PAFAH1B3 FP inh 1, PAD4 FP inh -6, pPAFAH inh 1, LYPLA2 counter -1, PME-1 primary -1, LYPLA1 inh 0, PAFAH1B2 inh -4 and GSTO1 counter 2.
COC(=O)C1=C(O)CSC1=Nc1cccc(C(F)(F)F)c1 was read as PREPL inh -5, PAFAH1B3 FP inh 0, PAD4 FP inh -1, pPAFAH inh 3, LYPLA2 counter -2, PME-1 primary 3, LYPLA1 inh -2, PAFAH1B2 inh -1 and GSTO1 counter -8.
Cc1cc(C)n(CCc2nc(-c3ccc(C(C)(C)C)cc3)cs2)n1 was read as PREPL inh 11, PAFAH1B3 FP inh 4, PAD4 FP inh 2, pPAFAH inh 5, LYPLA2 counter 4, PME-1 primary 0, LYPLA1 inh -1, PAFAH1B2 inh -3 and GSTO1 counter 1.
`CSC(=NC#N)N1CCN(c2c(C)cccc2C)CC1` gave PREPL inh 11, PAFAH1B3 FP inh 8, PAD4 FP inh 1, pPAFAH inh -1, LYPLA2 counter -7, PME-1 primary 8, LYPLA1 inh -1, PAFAH1B2 inh 4 and GSTO1 counter 7.
Screening O=C1CC(Nc2ccc(N3CCOCC3)cc2)C(=O)N1C1CCCCC1 (configuration not stated) returned PREPL inh 9, PAFAH1B3 FP inh 5, PAD4 FP inh -12, pPAFAH inh 8, LYPLA2 counter 17, PME-1 primary -3, LYPLA1 inh 4, PAFAH1B2 inh 7 and GSTO1 counter 8.
`CC(=O)c1cccc(NC(=O)CC2S/C(=N/N=C3CCCCCC3)NC2=O)c1` (configuration not stated) gave PREPL inh 2, PAFAH1B3 FP inh 6, PAD4 FP inh -2, pPAFAH inh 10, LYPLA2 counter 3, PME-1 primary -7, LYPLA1 inh -1, PAFAH1B2 inh 8 and GSTO1 counter -4.
Screening N#Cc1ccc(CSc2ncnc3c2cnn3Cc2ccccc2)cc1 returned PREPL inh -2, PAFAH1B3 FP inh 8, PAD4 FP inh -2, pPAFAH inh -6, LYPLA2 counter -3, PME-1 primary 2, LYPLA1 inh -2, PAFAH1B2 inh 2 and GSTO1 counter -6.
CSCCC(C(=O)OC1CCOC1=O)N1C(=O)c2ccccc2C1=O (configuration not stated) was read as PREPL inh 4, PAFAH1B3 FP inh 8, PAD4 FP inh -3, pPAFAH inh 2, LYPLA2 counter -6, PME-1 primary -7, LYPLA1 inh -2, PAFAH1B2 inh 6 and GSTO1 counter 3.
For CC(=O)c1sc(-c2ccc(Cl)cc2)nc1C the results were PREPL inh -17, PAFAH1B3 FP inh 2, PAD4 FP inh -2, pPAFAH inh 5, LYPLA2 counter 1, PME-1 primary -2, LYPLA1 inh -4, PAFAH1B2 inh 3 and GSTO1 counter -4.
For O=C(CCN1CCN(S(=O)(=O)c2cccc([N+](=O)[O-])c2)CC1)Nc1ccccc1F the results were PREPL inh 0, PAFAH1B3 FP inh 15, PAD4 FP inh 2, pPAFAH inh 3, LYPLA2 counter 13, PME-1 primary 5, LYPLA1 inh 5, PAFAH1B2 inh 5 and GSTO1 counter -1.
`O=S(=O)(c1ccc(Nc2ccc(-c3ccc4c(c3)OCCO4)nn2)cc1)N1CCCC1` gave PREPL inh 17, PAFAH1B3 FP inh 1, PAD4 FP inh -4, pPAFAH inh 12, LYPLA2 counter -17, PME-1 primary -8, LYPLA1 inh -29, PAFAH1B2 inh 6 and GSTO1 counter -40.
`CC(C)C(NS(=O)(=O)c1ccc2c(c1)OCCCO2)C(=O)O` (configuration not stated) gave PREPL inh 1, PAFAH1B3 FP inh 4, PAD4 FP inh 2, pPAFAH inh -2, LYPLA2 counter -5, PME-1 primary -4, LYPLA1 inh 1, PAFAH1B2 inh 6 and GSTO1 counter 10.
`O=C(NCC(c1cccs1)N1CCOCC1)c1ccc([N+](=O)[O-])cc1` (configuration not stated) gave PREPL inh 7, PAFAH1B3 FP inh 2, PAD4 FP inh -2, pPAFAH inh 6, LYPLA2 counter -2, PME-1 primary -3, LYPLA1 inh -2, PAFAH1B2 inh 2 and GSTO1 counter 2.
For Cc1ccc(NC(=O)C2CCCN(S(=O)(=O)c3ccc(-n4cnnn4)cc3)C2)cc1 (configuration not stated) the results were PREPL inh 10, PAFAH1B3 FP inh -3, PAD4 FP inh -4, pPAFAH inh -4, LYPLA2 counter 6, PME-1 primary -2, LYPLA1 inh 0, PAFAH1B2 inh -1 and GSTO1 counter 4.
Screening O=C1CN(C(=O)c2ccc(F)c(S(=O)(=O)N3CCOCC3)c2)c2ccccc2N1 returned PREPL inh -6, PAFAH1B3 FP inh -2, PAD4 FP inh 0, pPAFAH inh 2, LYPLA2 counter -1, PME-1 primary 6, LYPLA1 inh -4, PAFAH1B2 inh 2 and GSTO1 counter -1.
